# TNF necrop inh – inhibitors of TNF-alpha triggered necroptosis, primary screen, cell-based, Jurkat FADD-/-, single concentration. Jurkat FADD-/- TNF necroptosis rescue, ATP luminescence, 24 h; 0 = TNF only, 100 = no-TNF cells. AID 463075, 2010. 220,000 compounds, 0.068% hits. activation (protection from cell death), % at 10 µM;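 active = activation, meaning protection from cell death, of at least 50% relative to plate controls; inactive = activation below 50%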;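 also: necroptosis triggered by 40 ng/mL TNF-alpha added together with compound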
# PERK inh – block of dimerizer-induced PERK translation repression, primary screen, PERK inhibitor project, CHO PERK-DD cells, SEAP luminescence, HTS. Eukaryotic translation initiation factor 2-alpha kinase 3 (Homo sapiens), Q9NZJ5. CHO PERK-DD fusion, SEAP luminescence translation reporter. inhibition, % at 5.6 µM. 220,000 compounds, 0.17% hits;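 active = inhibition above the mean inhibition of all tested compounds plus 3 SD, set separately per screening campaign, cut at about 2.9% in these data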;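 also: PERK kinase domain activated by AP20187 dimerizer at 100 nM; 0% = DMSO with dimerizer and 100% = rapamycin at 8.4 µM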
# EP2 mod – EP2 receptor modulators, cAMP readout, primary screen, cell-based, HTRF cAMP, PGE2 stimulation | Prostaglandin E2 receptor EP2 subtype (Homo sapiens), P43116 | EP2-expressing cells, cAMP HTRF FRET, PGE2 co-stimulation | induction, % at 25 µM | 260,000 compounds, 0.83% hits;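 active = compounds whose cAMP rise, as percent of the full-agonist control response, exceeds 60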;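 also: rat C6 glioma line stably carrying human EP2 under a CMV promoter; the protocol text gives 20 µM as final concentration; 100% = response of wells given 1 µM PGE2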
# Target sequence (P43116 whole entry, looked up): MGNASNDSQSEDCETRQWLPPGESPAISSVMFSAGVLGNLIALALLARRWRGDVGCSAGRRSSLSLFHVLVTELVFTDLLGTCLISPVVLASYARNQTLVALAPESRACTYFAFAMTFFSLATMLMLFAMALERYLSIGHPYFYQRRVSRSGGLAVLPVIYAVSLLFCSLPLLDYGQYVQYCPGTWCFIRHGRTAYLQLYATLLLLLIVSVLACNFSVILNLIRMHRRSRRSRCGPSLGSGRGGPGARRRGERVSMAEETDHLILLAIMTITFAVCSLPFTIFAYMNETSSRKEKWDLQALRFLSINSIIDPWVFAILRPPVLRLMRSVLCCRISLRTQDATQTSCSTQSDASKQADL
# RBBP9 inh – human RBBP9 inhibitors, primary screen, biochemical, fluorescence polarization, FP-Rh probe, HTS; recombinant RBBP9; inhibition, % at 7.94 µM; 220,000 compounds, 0.2% hits;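 active = inhibition above the campaign mean of all tested compounds plus 3 SD, cut at about 14% in these data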;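 also: plate controls were DMSO wells with RBBP9 for no effect and wells lacking RBBP9 protein for full effect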
# Target sequence (O75884 whole entry, looked up): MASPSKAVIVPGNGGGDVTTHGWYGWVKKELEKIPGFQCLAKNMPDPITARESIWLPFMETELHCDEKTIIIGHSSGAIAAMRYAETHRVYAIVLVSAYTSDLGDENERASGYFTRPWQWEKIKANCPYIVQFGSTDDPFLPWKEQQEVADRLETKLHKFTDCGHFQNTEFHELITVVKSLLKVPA
#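 Measured by – fluorescence polarization · Test system – RBBP9 protein · Input – 2.5 µM RBBP9 dispensing solution, before mixing · Measure – percent inhibition from mP, scaled between DMSO and no-protein wells · Benchmarks – DMSO-treated enzyme wells and wells lacking RBBP9 · Times – preincubation 30 min plus labeling 45 min at 25 °C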
# zVAD death inh – inhibitors of zVAD-triggered necroptosis, primary screen, L929 cells | L929 zVAD necroptosis rescue, ATP luminescence, 24 h; with zVAD 60 µM | viability rescue, % at 10 µM | 220,000 compounds, 0.38% hits;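 active = activation, scaled between plate controls, above about 75%, limit read from the data; inactive = activation under that limit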;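 also: 0% = zVAD with DMSO and 100% = DMSO alone without zVAD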
# Hck Nef HTS – inhibitors of Nef-activated human Hck kinase, primary screen, biochemical, Z-Lyte FRET, 384-well, Hck-YEEI | inhibition, % at 20 µM | Recombinant Hck-YEEI plus Nef, Z-Lyte FRET kinase assay | 220,000 compounds, 0.68% hits;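 active = Hck-Nef kinase inhibition above about 50%, limit read from the data; inactive = inhibition below that limit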;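 also: 0% = DMSO with Hck plus Nef and 100% = Hck alone without Nef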
# Target sequence (P08631 whole entry, looked up): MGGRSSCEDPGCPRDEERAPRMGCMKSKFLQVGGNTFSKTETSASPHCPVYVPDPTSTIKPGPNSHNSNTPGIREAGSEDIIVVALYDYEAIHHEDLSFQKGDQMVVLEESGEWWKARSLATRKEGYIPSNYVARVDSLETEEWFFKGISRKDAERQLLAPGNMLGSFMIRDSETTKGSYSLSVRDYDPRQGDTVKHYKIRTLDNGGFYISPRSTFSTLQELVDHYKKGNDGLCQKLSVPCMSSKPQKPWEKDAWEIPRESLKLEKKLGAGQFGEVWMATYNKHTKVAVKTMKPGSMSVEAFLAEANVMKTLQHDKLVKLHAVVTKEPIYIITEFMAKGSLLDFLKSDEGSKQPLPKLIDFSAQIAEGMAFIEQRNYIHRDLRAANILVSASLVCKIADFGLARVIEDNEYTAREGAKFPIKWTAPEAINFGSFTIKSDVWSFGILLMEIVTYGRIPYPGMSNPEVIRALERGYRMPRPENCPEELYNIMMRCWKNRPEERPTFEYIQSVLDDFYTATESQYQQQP
# Runt-SMMHC FRET – inhibitors of RUNX1 Runt–CBFb-SMMHC binding, primary screen, biochemical, FRET, Cerulean-Runt, Venus-CBFb-SMMHC, uHTS. Cerulean-Runt/Venus-CBFb-SMMHC FRET ratio 530/480, 1 h. AID 1434, 2008. inhibition, % at 20 µM. 220,000 compounds, 0.74% hits. Runt-related transcription factor 1 (Homo sapiens) + Core-binding factor subunit beta …;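 active = mean inhibition across duplicate retests at 20 µM reaching about 50%, limit read from the data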;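 also: 0% = DMSO wells and 100% = wells with excess untagged CBFb-SMMHC; inhibitors lower the FRET ratio by blocking Runt binding to CBFb-SMMHC; some results filed as inactive read as strong as hits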
# Runt-CBFb FRET – inhibitors of RUNX1 Runt–CBFb binding, primary screen, biochemical, FRET, Cerulean-Runt, Venus-CBFb, uHTS; Runt-related transcription factor 1 (Homo sapiens) + Core-binding factor subunit beta …; Cerulean-Runt/Venus-CBFb FRET ratio 530/480, 1 h; inhibition, % at 20 µM; 220,000 compounds, 0.46% hits;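 active = inhibition over about 50% at 20 µM in the single-dose screen, limit read from the data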;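 also: 0% = DMSO wells and 100% = excess unlabeled CBFb competitor control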
#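 Measured by: fluorescence energy transfer, 422 nm excitation, 530/480 nm emission; test system: Cerulean-tagged RUNX1 Runt domain (FRET donor) fusion protein; buffer or medium: Tris pH 7.5 buffer with BSA; compound: one dose, 20 µM compound, 1% DMSO; times: two 1 h room-temperature incubations shielded from light; benchmarks: unlabeled CBFb 5 µM, positive control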
# PGE2 EP2 inh – human EP2 receptor antagonists, primary screen, TR-FRET cAMP, C6 glioma cells; C6 glioma cells expressing human EP2; cells stimulated with saturating PGE2; 260,000 compounds, 0.52% hits; inhibition, % at 25 µM; Prostaglandin E2 receptor EP2 subtype (Homo sapiens), P43116;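 active = percent inhibition above 40 after rounding to a whole number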;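 also: rat C6 glioma host cells with rolipram phosphodiesterase inhibitor present; the protocol text gives 20 µM as final concentration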
# * marks the source's active call; other numbers are inactive results; . = not tested or not shown; & = joins results of further samples.
SMILES,TNF necrop inh,PERK inh,EP2 mod,RBBP9 inh,zVAD death inh,Hck Nef HTS,Runt-SMMHC FRET,Runt-CBFb FRET,PGE2 EP2 inh
CCSC1=C(C#N)C(c2ccc(OC)c(OC)c2)CC(=O)N1 (stereo unspecified),-2.9,0.6,8,1,-0.2,1,-2,0,9
CN=C(Nc1cccc(Cl)c1)SC1CC(=O)N(c2ccc(OC)cc2)C1=O (stereo unspecified),1.0,-0.3,-55,-11,0.9,1,3,-1,7
CCn1c(Cc2ccccc2)nnc1SCC(=O)Nc1ccccc1,-2.0,0.0,10,-2,0.0,1,-1,-3,4
Cc1cc(C)n2cc(CSc3ncn[nH]3)nc2n1,0.5,1.1,-3,-12,2.5,-16,0,0,9
O=C(N1CCOCC1)C1(c2ccccc2)CCCCC1,-0.9,-0.9,8,-6,-0.3,7,-1,-1,10
Cc1ccc(S(=O)(=O)N(C)C)cc1NC(=S)NCc1ccco1,1.7,1.8,-16,-1,2.7,113*,5,.,5
CN(C)CC(C)(C)CNS(=O)(=O)c1ccc(OC(F)(F)F)cc1,1.7,1.1,16,4,0.3,4,3,0,5
CN(C)C(=O)c1cc(S(=O)(=O)N(C)C)c(Cl)cc1N1CCCC1,-1.1,-0.8,17,-3,-0.5,9,-4,1,22
COc1ccc(CC(=O)c2cc(OC)c(OC)cc2CC(=O)O)cc1OC,-1.6,0.2,29,-10,1.2,0,-23,-2,10
CC(=O)N1CCc2cc(S(=O)(=O)NC(C(=O)NCc3ccccc3)C(C)C)ccc21 (stereo unspecified),-1.3,0.1,1,-1,0.4,7,-4,0,5
O=C(c1cn(-c2ccccc2)nc1-c1cccnc1)N1CCCCC1,-0.7,-1.0,13,-1,0.6,0,1,-2,8
O=C(C[n+]1cc(-c2ccccc2)n2c1CCC2)Nc1nc(-c2ccc(F)cc2)cs1,0.5,0.1,-11,-4,0.9,1,3,2,4
Cc1ccc(NS(=O)(=O)c2cc(C(=O)NCCSc3ccc(C)cc3)ccc2C)cc1,-10.0,-0.7,-53,-24,-0.2,0,6,2,15
CCN(Cc1ccccc1)C(=O)c1ccccc1C,0.0,0.8,1,-6,-0.4,-7,0,0,1
Cc1cccc(NC(=O)CNc2cc(C)ccc2C)c1,-0.7,-0.9,5,-8,0.5,-1,3,-3,6
CC(=O)c1cccc(NC(=O)C2CC(=O)N(Cc3ccccc3)C2)c1 (stereo unspecified),0.8,1.2,-4,-1,0.9,-2,0,2,12
Cn1c(N)c(C(=O)COC(=O)C2(c3ccc(Cl)cc3)CCCC2)c(=O)n(C)c1=O,-2.5,-0.4,-34,2,0.1,-2,-8,-2,20
COc1ccc(C2CC(=O)N(C)c3ccccc3S2)cc1 (stereo unspecified),-4.4,-0.1,22,-9,29,26,-2,-2,7
C=CCn1c(COc2ccccc2F)nnc1SCC(=O)c1c[nH]c2ccccc12,3.6,0.0,-30,-8,1.1,2,-2,-3,9
COc1cc2cc3c(N)c(C(=O)Nc4sc(C)c(C)c4C#N)sc3nc2cc1OC,-4.0,-0.1,-23&3,-7,-0.1,1,-16,-2,9
COc1cc(NC(=O)C2COc3ccccc3O2)c(OC)cc1Cl (stereo unspecified),1.0,-0.1,55,-1,2.8,3,-6,-1,10
Cc1ccsc1/C=N/NC(=O)c1ccc(Cn2cc(Br)cn2)o1,0.6,-1.6,-16,-9,-0.4,-1,1,-1,7
COC(=O)C1C(O)=C(C=NC2CCCCC2)C(=O)CC1(C)C (stereo unspecified),0.6,-0.9,10,1,-0.2,2,-37,-2,11
O=C(COC(=O)/C=C/c1ccccc1)NCCC1=CCCCC1,0.5,1.9,-4,1,1.5,4,-3,-2,4
CN(C)CCNC(=O)C12CC3(C)CC(C)(CC(C)(C3)C1)C2,0.6,-1.6,-7,-9,-0.5,18,-3,1,17
CCSc1sccc1C1C(C#N)=C(N)N(c2cccnc2)C2=C1C(=O)CC(C)(C)C2 (stereo unspecified),-2.7,-0.7,6,-14,-1.7,8,-22,2,4
CN1CCN(C(=O)CCc2nc3ccccc3n2-c2ccccc2)CC1,2.0,-0.8,16,-6,0.2,3,-4,0,16
CCOC(=O)N1CCN(C(=O)COc2cccc3c2CCN(Cc2ccc(F)cc2)C3=O)CC1,-2.7,-0.5,-1,-4,0.5,5,-1,1,8
CCCCC(=O)N/N=C(\C)CC(=O)Nc1cc(Cl)ccc1OC,-1.8,-1.0,19,-2,0.9,-1,1,0,.
CN1CCN(C(=O)C2=C[C@@H](c3ccc4c(c3)OCO4)C[C@@H](OCc3ccc(CO)cc3)O2)CC1,0.6,0.8,2,0,0.4,-1,4,-1,10
CSc1cccc(NC(=S)N2CCC(N(C)C(C)C)CC2)c1,-1.9,1.0,-28,-9,-0.2,17,-2,-1,2
COc1ccc(/C=N/n2c(C)nc3c([nH]c4ccccc43)c2=O)cc1CN1CCCC(C)(C)C1,2.5,-0.5,-13,0,0.7,56*,0,-7,5
COC(=O)C(Cc1ccccc1)NS(=O)(=O)c1ccccc1Br (stereo unspecified),2.2,.,29,.,-0.1,25,-3,1,5
CCC1(C)Cc2c(sc3nc(SCC(=O)c4ccccc4)[nH]c(=O)c23)CO1 (stereo unspecified),2.9,0.9,-47,-8,47,13,-3,-3,8
O=C(CSc1nnc(NC(=O)C2CC2)s1)Nc1ccc(F)cc1,-2.2,2.2,25,-9,-0.1,-1,-5,-1,9
Cn1cc(C(=O)c2cccc(Cl)c2)cc1/C=N\O,-3.1,0.2,-6,-7,-0.1,-23,-2,0,9
Cc1nn(C(=O)c2cccnc2)c(C)c1C,-0.6,-0.3,5,-3,0.2,0,2,0,3
O=C(CSc1cn(CCNC(=O)c2cccs2)c2ccccc12)NCc1ccccc1,0.5,0.4,3,-11,0.1,0,-4,3,9
COc1ccc(CC2(CO)CCN(Cc3cc4ccccc4o3)CC2)cc1,0.4,1.2,-46,-4,-0.2,8,0,3,0
O=C(NCCn1ccc2ccccc21)c1cccc([N+](=O)[O-])c1,-0.4,1.2,-65,-6,-0.1,24,1,-2,8
CCSC(C)CC1CC(=O)CC(=O)C1 (stereo unspecified),0.9,1.2,14,-6,5.4,0,3,-1,5
COc1ccc(Cc2nnc(SCc3ccc([N+](=O)[O-])cc3)o2)cc1,0.3,0.0,3,-2,0.6,-8,0,-1,1
CCNC(=S)NNC(=O)c1ccc(=O)n(Cc2ccccc2)c1,-0.2,0.0,15,-5,-0.1,22,3,2,5
COc1cc(NC(=O)COC(=O)C2CC2)c(C)cc1[N+](=O)[O-],2.5,0.8,12,2,0.3,8,1,1,12
CC1Cc2ccccc2N1C(=O)C1CCCCN1S(=O)(=O)c1ccccc1 (stereo unspecified),-1.2,-0.4,34,-3,-0.4,1,-3,0,10

# Three entries drawn at random from the list so far:
SMILES,TNF necrop inh,PERK inh,EP2 mod,RBBP9 inh,zVAD death inh,Hck Nef HTS,Runt-SMMHC FRET,Runt-CBFb FRET,PGE2 EP2 inh
O=C(CSc1cn(CCNC(=O)c2cccs2)c2ccccc12)NCc1ccccc1,0.5,0.4,3,-11,0.1,0,-4,3,9
CC1Cc2ccccc2N1C(=O)C1CCCCN1S(=O)(=O)c1ccccc1 (stereo unspecified),-1.2,-0.4,34,-3,-0.4,1,-3,0,10
COC(=O)C(Cc1ccccc1)NS(=O)(=O)c1ccccc1Br (stereo unspecified),2.2,.,29,.,-0.1,25,-3,1,5

# Continuation.
SMILES,TNF necrop inh,PERK inh,EP2 mod,RBBP9 inh,zVAD death inh,Hck Nef HTS,Runt-SMMHC FRET,Runt-CBFb FRET,PGE2 EP2 inh
COc1ccc2[nH]c(C)c(C(=O)CN(C)CC3OCCO3)c2c1,-0.3,1.8,0,2,0.3,26,1,2,3
CCS(=O)(=O)c1ccc2c(c1)NC(=O)C(CCO)O2 (stereo unspecified),0.2,1.6,10,3,-0.8,4,2,2,4
COc1ccc(CCNC(=O)CSCc2ccc([N+](=O)[O-])cc2)cc1,1.5,0.5,19,1,-0.4,-3,4,-3,1
O=C(Nc1ccc(SC(F)F)cc1)c1cccc2nc3ccccc3nc12,-0.7,1.0,9,3,0.3,4,-5,-2,10
Cc1nn2c(COc3ccc(NC(=O)c4ccccc4Cl)cc3)nnc2c2ccccc12,-1.8,-0.5,-5,-2,5.4,5,0,0,10
COc1cc(OC)c2c(-c3ccccc3)cc(=O)oc2c1C(CC(=O)N1CCOCC1)c1ccc2c(c1)OCO2 (stereo unspecified),-0.6,.,19,.,-0.2,22,1,2,14
Cc1ccccc1OCc1nc(-c2ccc(Br)o2)no1,3.1,1.1,-7,-3,-0.4,1,-1,0,10
CCC(Sc1ccc2nnc(-c3cccnc3)n2n1)C(=O)O (stereo unspecified),1.8,-0.3,12,-1,0.1,-7,-2,-1,11
O=C(Nc1cccc(Cl)c1)c1ccc(NCCCN2CCOCC2)c([N+](=O)[O-])c1,-3.2,-0.7,-48,-7,2.3,0,-5,-3,19
Cc1cc(C)n(-c2ccc(C(=O)OCC(=O)Nc3cc(Cl)ccc3[N+](=O)[O-])cc2)n1,1.2,1.1,-21,-3,0.2,6,-1,-1,7
CCC(Sc1ncnc2c1c(-c1ccccc1)cn2-c1ccc(OC)cc1)C(=O)OC (stereo unspecified),1.6,-0.1,26,-10,1.0,0,4,-4,5
COCCCNC(=S)NNC(=S)Nc1ccccc1,3.5,0.8,5,1,1.6,7,-1,13,14
COC(=O)CCC(=O)Nc1cccc2ccccc12,-0.4,1.3,13,-6,-0.1,0,3,-3,13
CSc1ccc(-c2nc(CN(C)C3CCOC3)c(C)o2)cc1 (stereo unspecified),0.4,0.2,-2,-3,-0.8,2,0,1,3
Cc1ccc2c(c1)C(c1ccccc1)N(C(=O)c1ccc3c(c1)OCO3)CC(=O)N2 (stereo unspecified),-4.9,-2.0,-27,-1,0.1,11,2,0,9
COc1ccc(CCNC(=O)CCn2c(=O)[nH]c3cc(OC)c(OC)cc3c2=O)cc1OC,-0.2,1.9,12,4,0.9,2,-1,2,3
CC(C)CCNC(=O)COc1ccc(N(C)S(=O)(=O)c2ccc(F)cc2)cc1,1.2,0.7,-30,3,-0.7,7,1,-2,4

# An excerpt; rates above refer to the full screens.
